# From PubChem BioAssay
# G9a block = inhibitors of human histone lysine methyltransferase G9a; Q96KQ7; G9a H3K9 monomethylation, AlphaScreen, 2 h; Potency, µM (top dose mostly 102 µM), inactives show top-dose activity, negative = inhibition, most hits filed as inhibitors; 350,000 compounds, 8.8% hits; AID 504332; active = well fitted inhibition curve with a large enough effect; inconclusive = small, poorly fitted or top-dose-only effect; inactive = no such curve, though single readings can be large or run the other way; also: nearly all actives have a fitted effect of over 75% in size
# Target sequence (Q96KQ7 913-1193 limits assumed): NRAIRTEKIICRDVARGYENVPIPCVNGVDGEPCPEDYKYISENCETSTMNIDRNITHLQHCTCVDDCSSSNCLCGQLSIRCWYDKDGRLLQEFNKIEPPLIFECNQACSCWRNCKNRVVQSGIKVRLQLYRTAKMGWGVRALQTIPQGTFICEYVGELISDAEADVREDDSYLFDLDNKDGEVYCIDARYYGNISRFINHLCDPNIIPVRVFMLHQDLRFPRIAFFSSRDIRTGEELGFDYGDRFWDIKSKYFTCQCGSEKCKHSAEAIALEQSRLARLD
#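 Enzyme 20 nM + cpd, 15 min RT; add b-H3K9 pep 500 nM / SAM 20 uM; 2 h RT; anti-H3K9me1 Ab 0.5 ug/mL + SA donor / anti-rabbit acceptor beads 20 ug/mL each, 10 min; AlphaScreen read.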
# * marks the source's active call; other numbers are inactive results; ? = inconclusive; & = joins results of further samples; [ ] = dose if it differs, or a comment. % is scaled to controls: 0 for no effect and ±100 for the full control effect; potency is read from the fitted curve at half-maximal effect. This is a subset; rates above refer to the full screens.
SMILES	G9a block
O=C(c1ccco1)N1CCC2(CCN(Cc3ccncc3)CC2)CC1	3%[12.7 µM]
Cc1nc2cnc(N3CCN(C)CC3)nc2n(Cc2ccc(F)cc2)c1=O	1%[0.501 µM]
CNc1ccnc(-c2cccc(NS(C)(=O)=O)c2)n1	2%[0.501 µM]
O=S(=O)(c1ccccc1)N1CCC2(CCCN(c3ccncc3)C2)CC1	10%[12.7 µM]
COc1ccc(CNc2nc(-c3cccc(C#N)c3)nc3ccccc23)c(OC)c1	-45%[0.501 µM]
COc1ccccc1-c1ccc2ncnc(NCc3ccccc3)c2c1	5%[0.501 µM]
Cc1cc(O)c(C=O)c2c1C(=O)Oc1c(COC(=O)/C=C/C(=O)O)c(O)c(C(=O)O)c(C)c1O2	?
Cc1noc(C)c1C(=O)N1CCC2(CC1)CCN(c1ccncc1)CC2	-2%[12.7 µM]
O=C(Nc1cccc(F)c1)N1CC2(CCN(S(=O)(=O)c3ccccc3)CC2)C1	2%[12.7 µM]
COCCn1c(=O)c(C)nc2cnc(N3CCOCC3)nc21	9%[0.501 µM]
O=C(c1cnccn1)N1CCC[C@@]2(CCN(Cc3nccs3)C2)C1	1%[12.7 µM]
COc1ccccc1CNc1ncnc2ccc(-c3ccccc3OC)cc12	-44%[0.501 µM]
Cc1c(C)c2c(c(C)c1O)CCC(C)(CN1CCN(c3cc(N4CCCC4)nc(N4CCCC4)n3)CC1)O2 (centres undefined)	?
O=C(c1cc(C(F)(F)F)cc(C(F)(F)F)c1)N1CCC2(CCN(Cc3nccs3)CC2)CC1	-4%[12.7 µM]
CN1CCN(c2ncc3nc(-c4ccccc4)c(=O)n(-c4ccccc4)c3n2)CC1	-1%[12.7 µM]
COc1ccc([C@H]2Sc3ccccc3N(CCN(C)C)C(=O)[C@H]2OC(C)=O)cc1	20%[21.5 µM]
CN1CC[C@@]2(CCCN(C(=O)c3cccc(F)c3)C2)C1	-2%[12.7 µM]
Cc1noc(C)c1-c1nccc(Nc2ccc(F)cc2)n1	2%[0.501 µM]
N#CCCn1c(=O)cnc2cnc(N3CCOCC3)nc21	-4%[12.7 µM]
Cn1cccc1C(=O)N1CCC2(CCCN(Cc3ccccc3)C2)CC1	5%[12.7 µM]

# In the list so far, two have a cyano group.
SMILES	G9a block
COc1ccc(CNc2nc(-c3cccc(C#N)c3)nc3ccccc23)c(OC)c1	-45%[0.501 µM]
N#CCCn1c(=O)cnc2cnc(N3CCOCC3)nc21	-4%[12.7 µM]

# Some of the entries so far, as labelled records:
CN1CC[C@@]2(CCCN(C(=O)c3cccc(F)c3)C2)C1
- G9a block = -2%[12.7 µM]

Cc1noc(C)c1-c1nccc(Nc2ccc(F)cc2)n1
- G9a block = 2%[0.501 µM]

N#CCCn1c(=O)cnc2cnc(N3CCOCC3)nc21
- G9a block = -4%[12.7 µM]

Cn1cccc1C(=O)N1CCC2(CCCN(Cc3ccccc3)C2)CC1
- G9a block = 5%[12.7 µM]

# (list continues)
SMILES	G9a block
C[C@]12CCC3c4ccc(OS(=O)(=O)O)cc4CCC3C1CCC2=O (some centres undefined)	-28%[2.33 µM]
COc1ccc(CNc2cc(-c3ccccc3OC)ncn2)c(OC)c1	-5%[0.501 µM]
COc1ccc(Nc2ncnc3ccc(OC)cc23)cc1	4%[59 µM]
COc1cc(OC)c(C(=O)CCCCN2CCC3(CC2)NC(=O)NC3=O)cc1NS(=O)(=O)c1ccc(C(F)(F)F)cc1	10%[59 µM]
CC1CCC2(OC1)OC1CC3C4CCC5CC(O)CCC5(C)C4=CCC3(C)C1C2C (centres undefined)	-4%[2.33 µM]
C[C@H](CC[C@@H]1OC1(C)C)C1CC[C@H]2[C@@H]3CC=C4C[C@@H](O)CC[C@]4(C)[C@H]3CC[C@]12C (some centres undefined)	30%[59 µM]
COC(=O)c1csc(C(=O)c2c[nH]c3ccccc23)n1	30%[59 µM]
O=C(c1cc(C(F)(F)F)cc(C(F)(F)F)c1)N1CCC2(CC1)CN(c1ccccc1)C2	11%[12.7 µM]
O=S(=O)(c1ccccc1)N1CCC2(CC1)CN(C(c1ccccc1)c1ccccc1)C2	-2%[12.7 µM]
N#Cc1ccc(CN2CCCC3(CCN(S(=O)(=O)c4ccccc4)CC3)C2)cc1	-7%[12.7 µM]
Cc1ccccc1-c1ccc2ncnc(N3CCNCC3)c2c1	3%[0.501 µM]
CCCCC/C=C\C\C=C/C=C/C=C/[C@@H](SCC(NC(C)=O)C(=O)O)[C@@H](O)CCCC(=O)O (some centres undefined)	13%[59 µM]
N#Cc1ccc(CN2CCCC3(CCN(C(=O)c4csnn4)CC3)C2)cc1	8%[12.7 µM]
C1CCC[C@H]2CCCN3CC[C@H](CCCCCC[C@@H]4CCCN5CC[C@H](CC1)OC45)OC23	27%[59 µM]
COC(=O)C1OC(=O)C2OC23[C@]2(C)C(O)CC4C(C)(C)C(OC(C)=O)CC(OC(C)=O)[C@@]4(C)C2CC[C@@]13C (some centres undefined)	-4%&0%[2.33 µM]
COCCn1c(=O)c(-c2ccc(Cl)cc2)nc2cncnc21	5%[12.7 µM]
CCNc1ncc2nc(C)c(=O)n(CCc3ccccc3)c2n1	-1%[0.501 µM]
Fc1ccc(Nc2ccnc(-c3ccoc3)n2)cc1	0%[0.501 µM]
CC[C@@H]1C(c2cccc(Cl)c2)=NN(c2ccccc2)[C@H]1C(=O)N1CCOC1=O	194%[activator][59 µM]
CN(C)CCN(C)Cc1ccc2c(c1)Cc1ccccc1-2	-50%[59 µM]
N#CCCn1c(=O)c(-c2ccccc2)nc2cnc(Oc3ccccc3)nc21	5%[12.7 µM]
Clc1ccccc1-c1nc(NC2CCNCC2)c2ccccc2n1	3%[0.501 µM]
O=C(c1cnccn1)N1CCC2(CC1)CN(c1ncccn1)C2	1%[12.7 µM]
O=C(c1cnccn1)N1CCC[C@@]2(CCN(c3ncccn3)C2)C1	2%[12.7 µM]
Cc1ccccc1[C@@H](OCCN(C)C)c1ccccc1	11%[21.5 µM]
COCCNc1ncncc1-c1ccccc1OC	-8%[0.501 µM]
COc1cccc(Nc2ncc3ncc(=O)n(C[C@H]4CCCO4)c3n2)c1	7%[0.501 µM]
C=C1c2cccc(C(F)(F)F)c2O[C@H](C(=O)OCC)[C@@H]1CCC(C)C	45%
Cc1noc(C)c1-c1nc(Nc2ccccc2)c2ccccc2n1	4%[0.501 µM]
COc1ccc(/C=C/C(=O)c2cc(O)ccc2O)cc1	?
Cc1noc(C)c1-c1cncnc1-n1ccnc1	-36%[0.501 µM]
CN(C)c1ncc2nc(-c3ccc(F)cc3)c(=O)n(CCC#N)c2n1	1%[12.7 µM]
CCCCCCCCCCC1=C(C)C(=O)C(OC)=C(OC)C1=O	5µM*
CC(C)NC(=O)N1CC[C@@]2(CCCN(S(C)(=O)=O)C2)C1	1%[12.7 µM]
COc1ccc(NC2C[C@H]3CCCC(=O)N4CC[C@@H](C2)[C@@H]34)cc1 (some centres undefined)	40µM*
CCCCC/C=C\C/C=C\C/C=C\C=C\[C@@H](O)CCCC(=O)O	29%[59 µM]
CC(=O)Oc1ccc2c(c1)CCC1C2CC[C@]2(C)C(=O)CCC12 (some centres undefined)	-33%[2.33 µM]
COc1ncc2nc(-c3cc(F)cc(F)c3)c(=O)n(CCc3ccccc3)c2n1	-5%[12.7 µM]
O=c1c(-c2ccccc2)nc2cnc(N3CCOCC3)nc2n1C1CC1	4%[0.501 µM]
CNCC(O)c1cccc(O)c1 (centres undefined)	-32%[2.33 µM]

# (more compounds)
SMILES,G9a block
COc1ccc2c(c1)OCc1c-2oc2cc(OC)ccc12,-35%[2.33 µM]
Cn1cccc1C(=O)N1CCC2(CC1)CN(C(=O)Nc1cccc(C#N)c1)C2,-5%[12.7 µM]
CC(CCC(=O)O)C1CCC2C3CC[C@H]4CC(O)CC[C@@]4(C)C3CC(O)[C@]12C (some centres undefined),-38%[2.33 µM]
O=C(c1cccc(F)c1)N1CCC2(CCCN(c3ccncc3)C2)CC1,0%[12.7 µM]
COCCNc1ncnc2ccc(-c3cccc(OC)c3)cc12,10%[0.501 µM]
COc1c2ccoc2nc2c(OC)c(OC[C@H](O)C(C)(C)O)ccc12,25%[21.5 µM]
Nc1nc2c(ncn2[C@@H]2O[C@H](COP(=O)(O)OP(=O)(O)O)[C@@H](O)[C@H]2O)c(=O)[nH]1,50%[59 µM]
COc1ncc2nc(-c3ccc(Cl)cc3)c(=O)n(C)c2n1,-5%[0.501 µM]
O=C(Nc1ccccc1)N1CCCC2(CCN(C(=O)c3cccc(F)c3)CC2)C1,-15%[12.7 µM]
CNc1nc(-c2c(C)noc2C)nc2ccccc12,11%[0.501 µM]
CC(=O)OC1CCC2(C)C3=C(CCC2C1(C)C)[C@]1(C)CCC(C(C)CCC=C(C)C)[C@]1(C)CC3 (some centres undefined),-2%[2.33 µM]
COc1ccc2[nH]c(-c3ccc(F)cc3F)cc(=O)c2c1,2%
O=c1c(CCc2ccccc2)nc2cnc(Nc3ccccc3)nc2n1Cc1cccs1,-3%[12.7 µM]
COc1ccc(S(=O)(=O)N(CCO)c2ccccc2CN(C)C/C=C/c2ccc(Cl)cc2)cc1,?
CC(CCC(=O)O)C1CCC2C3C(=O)CC4CC(=O)CC[C@@]4(C)C3CC(=O)[C@]12C (some centres undefined),-6%[2.33 µM]
CCOC(=O)C1=C([Si](C)(C)C)c2ccccc2N(S(=O)(=O)C(F)(F)F)C1C(=O)OCC (centres undefined),-4%[59 µM]
O=c1c(-c2cc(F)cc(F)c2)nc2cnc(N3CCOCC3)nc2n1Cc1cccs1,8%[0.501 µM]
Nc1ncnc2c1ncn2[C@@H]1O[C@H](C(=O)NC2CC2)[C@@H](O)[C@H]1O,34%[59 µM]
CCCCC/C=C\C/C=C\C/C=C\CC1OC1CCCC(=O)O (centres undefined),25%[59 µM]
C=C(C)[C@H]1CC[C@]2(C(=O)O)CC[C@]3(C)[C@@H](CC[C@H]4[C@@]5(C)CC[C@@H](O)C(C)(C)[C@@H]5CC[C@@]43C)[C@H]12,21%[21.5 µM]
CC1=C(/C=C/C(C)=C/C=C/C(C)=C/C(=O)O)C(C)(C)CCC1O (centres undefined),-12%[59 µM]
CS(=O)(=O)Nc1cccc(-c2cc(Nc3ccccc3)ncn2)c1,-24%[0.501 µM]
CNC(=O)[C@H]1O[C@@H](n2cnc3c(N)ncnc32)[C@H](O)[C@H]1O,3.2µM*
CSc1nc(N)c2ncn([C@@H]3O[C@H](COP(=O)(O)OP(=O)(O)OP(=O)(O)O)[C@H](O)[C@H]3O)c2n1,49%[activator][12.7 µM]
N#Cc1cccc(-c2nc3cnc(Oc4cccc(Cl)c4)nc3n(C3CC3)c2=O)c1,-2%[0.501 µM]
COCC(=O)N1CCC2(CC1)CN(c1cccc(-c3ccccc3)c1)C2,7%[12.7 µM]
Cn1cccc1C(=O)N1CCC2(CCN(Cc3nccs3)CC2)CC1,2%[12.7 µM]
COc1ccccc1CNc1cc(-c2ccccc2Cl)ncn1,1%[0.501 µM]
Cn1c(=O)c(-c2cccs2)nc2cnc(N3CCNCC3)nc21,-1%[0.501 µM]
CN(C)C(=O)c1ccc(-c2ccc3ncnc(N4CCOCC4)c3c2)cc1,-19%[0.501 µM]
COc1ncc2nc(CCc3ccccc3)c(=O)n(Cc3cccs3)c2n1,7%[12.7 µM]
CC(C)c1cc(/C=C(\C#N)C(=O)NCCCc2ccccc2)cc(C(C)C)c1O,10%[59 µM]
N[C@H](Cc1ccccc1)C(=O)O,33%[59 µM]
CN(C)c1ncc2nc(-c3ccc(F)cc3)c(=O)n(C)c2n1,-6%[0.501 µM]
c1ccc(CNc2nc(-c3ccoc3)nc3ccccc23)cc1,-1%[0.501 µM]
COCCn1c(=O)c(C)nc2cnc(N(C)C)nc21,11%[0.501 µM]
Cc1nc2cnc(N3CCOCC3)nc2n(C)c1=O,-6%[0.501 µM]
FC(F)(F)c1ccccc1-c1ccc2ncnc(NCc3cccs3)c2c1,-8%[0.501 µM]
COC(=O)N1CCC[C@@]2(CCN(C(c3ccccc3)c3ccccc3)C2)C1,-1%[12.7 µM]
CCSC(N)=Nc1ccc(C(F)(F)F)cc1,?
CC(=O)N[C@H]1C(O[C@@H]2O[C@H](C[C@@H](O)[C@H]3O[C@@H](N4CCC(=O)NC4=O)[C@H](O)[C@@H]3O)[C@H](O)[C@H](O)[C@H]2NC(=O)/C=C/CCCCCCCCCCC(C)C)OC(CO)[C@@H](O)[C@@H]1O (some centres undefined),-31%[59 µM]
N#Cc1ccc(CN2CCC3(CC2)CCN(C(=O)c2cc(C(F)(F)F)cc(C(F)(F)F)c2)CC3)cc1,-9%[12.7 µM]
COc1ncc2nc(-c3ccc(Cl)cc3)c(=O)n(CCC#N)c2n1,11%[0.501 µM]
COCC(=O)N1CCC[C@@]2(CCN(C(=O)Nc3cccc(F)c3)C2)C1,14%[12.7 µM]
CCNc1ncc2nc(-c3ccccc3)c(=O)n(CCc3ccccc3)c2n1,13%[12.7 µM]
Cc1noc(C)c1C(=O)N1CCC2(CC1)CN(c1ccccc1)C2,1%[12.7 µM]

# 3 structures from above, ordered by molar mass, largest number first:
SMILES,G9a block
COc1ncc2nc(CCc3ccccc3)c(=O)n(Cc3cccs3)c2n1,7%[12.7 µM]
COc1ccccc1CNc1cc(-c2ccccc2Cl)ncn1,1%[0.501 µM]
c1ccc(CNc2nc(-c3ccoc3)nc3ccccc23)cc1,-1%[0.501 µM]
